RAD54 inh: inhibitors of human RAD54 branch migration; Q92698; RAD54 Holliday junction branch migration, FAM/BHQ fluorescence; inhibition, % at 10.4 µM; 360,000 tested, 0.14% active;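 active = mean normalized replicate activity at least 40 and at least half of replicates scoring 40 or more; inconclusive = only one of the two criteria met; inactive = mean below 40 and under half of replicates reaching 40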;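 note: 0% = median of neutral control wells and 100% = median of positive control wells; inhibitors cause a drop in the FAM fluorescence signal; in these data hits start at about 50%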
Target sequence (Q92698 whole entry, looked up): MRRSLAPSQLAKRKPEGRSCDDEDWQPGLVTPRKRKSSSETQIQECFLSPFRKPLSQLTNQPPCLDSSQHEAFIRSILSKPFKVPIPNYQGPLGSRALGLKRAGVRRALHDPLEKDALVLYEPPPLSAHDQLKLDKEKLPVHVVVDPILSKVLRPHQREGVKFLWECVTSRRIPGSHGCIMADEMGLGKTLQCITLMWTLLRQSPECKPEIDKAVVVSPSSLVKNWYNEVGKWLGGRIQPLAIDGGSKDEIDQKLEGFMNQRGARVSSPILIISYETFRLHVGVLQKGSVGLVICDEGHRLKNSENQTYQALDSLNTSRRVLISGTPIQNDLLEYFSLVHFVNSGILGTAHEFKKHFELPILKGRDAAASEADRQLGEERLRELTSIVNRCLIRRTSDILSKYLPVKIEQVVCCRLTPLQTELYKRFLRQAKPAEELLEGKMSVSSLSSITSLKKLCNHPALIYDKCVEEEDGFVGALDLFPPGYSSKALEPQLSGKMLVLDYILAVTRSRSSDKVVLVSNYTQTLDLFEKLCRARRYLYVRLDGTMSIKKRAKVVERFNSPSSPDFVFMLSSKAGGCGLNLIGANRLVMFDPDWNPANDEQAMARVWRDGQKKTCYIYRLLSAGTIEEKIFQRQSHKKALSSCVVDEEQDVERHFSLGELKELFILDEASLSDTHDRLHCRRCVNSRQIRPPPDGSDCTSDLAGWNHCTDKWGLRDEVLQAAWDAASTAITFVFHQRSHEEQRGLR
esBAF inh: blocks esBAF chromatin remodeling in mouse ES cells; Bmi1-luciferase knock-in reporter, 24 h; 100% = twice the neutral-well signal; AID 602393; 350,000 tested, 2% active; reporter increase, % at 12.5 µM; in the data active = activation above about 40%; inconclusive = no clear call, values can overlap the other calls;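 note: 0% = median of the plate's neutral control wells and 100% = double that signal; a rise in the Bmi1 reporter signal indicates esBAF inhibition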
* = called active by the depositor; ? = inconclusive. Some of the compounds tested; rates above refer to the full screens.

Structure,RAD54 inh,esBAF inh
COc1ccc(N2CCN(C(=O)CSc3nnc(C)c(=O)[nH]3)CC2)cc1,-1,-2
Cc1ccc(NC(=O)CN2C(=O)N/C(=C/c3ccc(C)o3)C2=O)cc1,-1,-9
Cc1c(NC(=O)c2cc3nc(-c4ccccc4)cc(C)n3n2)c(=O)n(-c2ccccc2)n1C,2,-1
O=C(CSc1nnc(Cc2csc(Nc3cccc(Cl)c3)n2)o1)N1CCc2ccccc21,8,6
O=S(=O)(NCCc1ccncc1)c1ccc(S(=O)(=O)N2CCCCCC2)cc1,7,3
COC(=O)c1sc2nc3c(cc2c1N)COC(C)(C)C3,2,?
O=C(Nc1ccc2oc(-c3ccccc3)nc2c1)c1ccncc1,-4,54*
CN(C)C1=NC[C@H](Cc2ccccc2)N1CC1CCC(C(C)(C)C)CC1 (some centres undefined),8,-32
CCC(=O)Nc1cccc(NC(=S)NC(=O)Cc2ccccc2)c1,-2,-6
CCOC(=O)c1cnn2c(C(F)(F)F)cc(-c3cn(C)nc3C)nc12,8,0
COCCn1nnnc1C(c1cccc(C(F)(F)F)c1)N1CCOCC1 (centres undefined),-5,-6
Cc1cccnc1-n1c(CCN2C(=O)c3ccccc3C2=O)nc2ccccc2c1=O,7,0
O=C(c1ccc(-c2ccccc2)cc1)N1CCC(C(=O)N2CCCC2)CC1,-7,-9
N#Cc1c(-c2ccncc2)c2c([nH]c1=S)CCCC2,-6,3
CCOC(=O)c1c(NC(=O)Cn2nnc(-c3ccccc3Cl)n2)sc(C)c1C,-5,-1
CCOCCOC(=O)C(C)Sc1n[nH]c(=O)[nH]c1=O (centres undefined),-9,-7
CCCC(c1nnnn1CC(=O)OCC)N(Cc1cc2c(C)cc(C)cc2[nH]c1=O)C1CCCC1 (centres undefined),-1,-3
CC12COC3(C(=O)Nc4nccs4)CC1CCC32C (centres undefined),1,4
Cc1ccc(-c2nn(CC(=O)NCCN3CCOCC3)c(=O)c3ccccc23)cc1,-8,2
C#CCOCCOCCOCCNc1nc(N2CCN(C(=O)CCCCCCCCCCNC(=O)Cn3cc(CCCCCN)nn3)CC2)nc(N2CCN(C(=O)CCCCCCCCCCNC(=O)[C@H]([C@@H](C)CC)n3cc(CCCCCN)nn3)CC2)n1,13,6
Cc1nc2ccc(NC(=O)c3ccc(S(=O)(=O)N4CCOCC4)cc3)cc2s1,3,1
Cn1cccc1C(=S)N1CCOCC1,-1,-9
Cc1cc(=O)[nH]c(Nc2c(C)n(C)n(-c3ccccc3)c2=O)n1,-1,-1
COc1ccc2nc(NC(=O)c3ccc(Br)s3)sc2c1,0,72*
COc1ccc(Cl)cc1NC(=O)CN1C(=O)CSC1=O,-15,2
CN(Cc1ccccc1)C(=O)CN(c1ccc(F)cc1)S(=O)(=O)c1ccc2c(c1)OCCO2,-1,-4
Cc1ccc(C)c(NC(=O)CSc2nnc(CCCCCNC(=O)OC(C)(C)C)o2)c1,-3,10
O=C(Nc1ccccc1Cl)N1CCN(c2ccc3nnc(-c4ccccc4)n3n2)CC1,3,-7
Cc1ccc(CN2C(=O)CCC2C(=O)N2CCN(c3ccc(F)cc3)CC2)cc1 (centres undefined),-16,-4
CC(C)Sc1nc2c(c(=O)[nH]c(=O)n2C)n1CCc1ccccc1,-9,1
COc1ccc(N(Cc2cc3ccc(C)cc3[nH]c2=O)S(=O)(=O)c2ccccc2)cc1,0,0
O=C(CN(Cc1ccccc1)C(=O)CCC(=O)Nc1nccs1)NCc1ccco1,1,3
O=C(C1CC1)N1CCC(C(O)(c2ccccc2)c2ccccc2)CC1,7,-5
CCCCCNc1nc2ccccc2nc1NS(=O)(=O)c1cccs1,5,2
O=C(OCc1ccc(Cl)c(Cl)c1)c1ccccn1,2,-2
C=CCN(CC=C)CC(=O)Nc1ccc(S(N)(=O)=O)cc1,-3,-2

Looked up by structure from the list above (seven):
Structure,RAD54 inh,esBAF inh
O=C(OCc1ccc(Cl)c(Cl)c1)c1ccccn1,2,-2
O=C(C1CC1)N1CCC(C(O)(c2ccccc2)c2ccccc2)CC1,7,-5
COc1ccc(N(Cc2cc3ccc(C)cc3[nH]c2=O)S(=O)(=O)c2ccccc2)cc1,0,0
CCCCCNc1nc2ccccc2nc1NS(=O)(=O)c1cccs1,5,2
O=C(Nc1ccccc1Cl)N1CCN(c2ccc3nnc(-c4ccccc4)n3n2)CC1,3,-7
O=C(CN(Cc1ccccc1)C(=O)CCC(=O)Nc1nccs1)NCc1ccco1,1,3
Cc1ccc(CN2C(=O)CCC2C(=O)N2CCN(c3ccc(F)cc3)CC2)cc1 (centres undefined),-16,-4

(further entries)
Structure,RAD54 inh,esBAF inh
Cc1ccc(N(CC(=O)NCc2cccs2)S(=O)(=O)c2cccs2)cc1,15,-6
Cc1cc(C(=O)Nc2nnc(C3CCCCC3)s2)cs1,0,33
CC(=O)N/C(=C\c1ccccc1Cl)C(=O)O,-11,-8
CC1(C)Cc2c(C#N)c(N3CCOCC3)nc(Cc3ccccc3)c2CO1,2,-3
O=C1c2[nH]nc(-c3ccccc3O)c2C(c2cccc(O)c2)N1Cc1ccco1 (centres undefined),5,8
Cc1ccc(NC(=O)C(C)N2CCOCC2)c(C(=O)c2ccccc2)c1 (centres undefined),0,-3
COc1cccc(NC(=O)c2ccccc2-c2nc(-c3cccc(C)c3)no2)c1,-3,13
C#CC[N+]1(CC#Cc2ccccc2)CCOCC1,-6,0
CCOC(=O)c1c(C)nc2sc3c(=O)n(-c4ccc(C)cc4)cnc3c2c1-c1ccc(OC)cc1,3,-5
Cc1cccc(Cc2cnc(NC(=O)CN3C(=O)/C(=C/c4ccccc4)SC3=S)s2)c1,3,4
CCCCP(=O)(CCCC)Cc1ccccc1O,7,-6
Nc1nc(-c2cccs2)cs1,4,8
CCOCN(C(=O)Cn1c(C(C)O)nc2ccccc21)c1c(C)cccc1CC (centres undefined),-1,4
CN1CCOc2cc(S(=O)(=O)Nc3ccc(F)cc3)ccc21,7,26
COc1ccc(CC(NC(C)=O)C(=O)N2CCN(C(=O)Nc3cccc(Cl)c3)CC2)cc1OC (centres undefined),-10,-12
CC(=O)c1ccc(NC(=O)CSCC(=O)Nc2ccc3ccccc3c2)cc1,-1,21
Clc1ccc(CSc2nnc(-c3sccc3-n3cccc3)o2)cc1,7,6
CS(=O)(=O)N1CCN(Cc2ccccc2C(F)(F)F)CC1,-1,0
COCCCNC(=O)CCn1c(=O)c2ccccc2n(CC(=O)Nc2ccccc2C)c1=O,5,0
COc1cccc(CNC(=O)C2CCCN(c3nn4c(=O)cc(C)nc4s3)C2)c1OC (centres undefined),-9,0
Cc1ccc(NC2CC(=O)N(Cc3ccccc3)C2=O)cc1 (centres undefined),1,14
CCOC(=O)c1c(C)[nH]c(C(=O)C(C)OC(=O)c2oc3ccccc3c2COC)c1C (centres undefined),-4,-6
CCOc1ccc2nc(NC(=O)CS(=O)(=O)c3ccccc3)sc2c1,-10,34
O=c1c2c(nc3nc(Cc4ccccc4)[nH]n13)CCC2,-2,-5
CC1(C)CC(=O)C(C=NCCN2CCN(C(=O)NC34CC5CC(CC(C5)C3)C4)CC2)=C(O)C1,2,-4
O=C(NC1CCCCCC1)c1ccc2c(=O)n3c(nc2c1)CCCCC3,5,21
COc1cc(C)nc(OCCNS(=O)(=O)c2cc(C)ccc2C)n1,6,-1
O=C(CN1CCN(C(=O)c2ccccc2)CC1)Nc1ccc(Br)cn1,6,6
O=C(NCCCN1CCOCC1)C1(c2ccccc2)CCCC1,2,-7
COc1cc(C2Nc3ccccc3C(=O)N2c2ccccc2OC)ccc1O (centres undefined),-3,10
CC1(C)Cc2cccc(OCC(O)CNCc3ccccn3)c2O1 (centres undefined),3,-6
Cc1cc(C)n(-c2nc3sc4c(c3c3nnc(SCC(N)=O)n23)CC(C)(C)OC4)n1,8,-9
COCCOC(=O)/C(=C/c1ccc(OC(=O)c2ccccc2)cc1)C(C)=O,-4,0
CC(C)c1ccc(C(=O)CC2(O)C(=O)N(CN3CCOCC3)c3ccccc32)cc1 (centres undefined),-2,27
O=C(Cn1nnc(-c2ccccc2F)n1)Nc1cccc2ncccc12,-6,-3
COC(=O)/C=C(\C)NC(=O)c1ccccc1Cl,4,8

Carrying on:
Screens in order – RAD54 inh, esBAF inh
> CC1(C)CC(=O)C=C(NCCN2CCN(C(=O)Nc3ccc(Cl)cc3)CC2)C1
→ 6, 7
> COc1cccc(-n2nc(C(=O)Nc3ccc4c(c3)OCO4)c3ccccc3c2=O)c1
→ -6, 1
> O=C(CN1CCN(Cc2ccc3c(c2)OCO3)CC1)c1c[nH]c2ccccc12
→ -18, -1
> COc1ccc(-c2nnc(SCC(=O)NCc3cccs3)n2CC(C)C)cc1
→ 0, -7
> CCCOC(=O)c1ccc(-c2c(C)noc2-c2ccc(OC)cc2O)o1
→ 2, -2
> O=C(NC1CCCCC1)NC1CCN(CC(=O)N2CCOCC2)CC1
→ -9, 9
> CCC(=O)N(CCO)Cc1cc2ccc(C)c(C)c2[nH]c1=O
→ -12, -9
> NC(=S)NN=C1CSSC1
→ -2, -12
> CCOC(=O)c1cc(NC(=O)N2CCOCC2)c(C)nc1C
→ 6, -4
> CC(C)n1cc(/C=N\NC(=O)c2cc3c(ccc4ccccc43)o2)c2ccccc21
→ -18, -6
> Cc1ccc(-c2nnc(SCC#N)n2N)cc1
→ -15, -9
> O=C1CC(c2ccccc2)CC(O)=C1C=NCCN1CCN(C(=S)Nc2cccc(Cl)c2)CC1 (centres undefined)
→ 9, 4
> CCOC(=O)Cn1nnnc1C(CC)N(Cc1cccs1)Cc1cc2cc(C)ccc2[nH]c1=O (centres undefined)
→ -12, -5
> CCOc1cc(S(=O)(=O)NCc2ccc3c(c2)OCO3)ccc1F
→ 8, -5
> CCOC(=O)c1c(NC(=O)CSc2nc3cccnc3n2C)sc(C(C)=O)c1C
→ -6, -11
> Cc1ccc(C)c(N2CCN(C(=O)c3ccc(NS(=O)(=O)c4c(C)noc4C)cc3)CC2)c1
→ 3, -8
> CCOC(=O)C1CCN(c2nc(C)nc3c2oc2ccccc23)CC1
→ -2, 7
> COC(=O)c1cc(-c2c[nH]c3ccccc23)n[nH]1
→ 7, 12
> CCC(C(=O)N1CCN(c2ccccn2)CC1)n1nc(C)n2c(cc3occc32)c1=O (centres undefined)
→ -2, 1
> CCOC(=O)N1CCN(C(=O)C(CC)n2nc(C)c3sc4ccccc4c3c2=O)CC1 (centres undefined)
→ -2, -2
> Cc1ccc2c(c1)nnn2C1CCN(CC(=O)N2c3ccccc3CC2C)CC1 (centres undefined)
→ -8, 0
> O=C1Nc2ccccc2C12OCCCCO2
→ -2, -16
> c1ccc(-c2ccc(-c3csnn3)cc2)cc1
→ -14, 32
> CCOC(=O)CCNC(=O)CNC(=O)OCc1ccccc1
→ -4, 7
> c1coc(CNc2ncnc3sc4c(c23)CCCCC4)c1
→ 2, -10
> CCc1nc(NCCCCCO)c2nnn(Cc3ccccc3F)c2n1
→ -8, -3
> Cc1ccc(CCN2CC(C(=O)NC3CCCC3)CC2=O)cc1 (centres undefined)
→ 2, -5
> COc1cc(/C=C(\NC(=O)c2ccccc2)C(=O)Nc2cccc(O)c2)c([N+](=O)[O-])cc1OC
→ 17, 0
> O=C(NCC1CCC(C(=O)O)CC1)c1cccnc1 (centres undefined)
→ 0, -8
> O=C1NCCCCC1NC1CC(=O)N(c2ccccc2)C1=O (centres undefined)
→ -8, -5
> CCN1C(=O)C2C(C1=O)N1C(c3ccccc3)C3C(=O)N(CC)C(=O)C3N1C2c1ccccc1 (centres undefined)
→ 5, -5
> CN=C1CC(C)(C)CC(=O)/C1=C(/O)CCC(=O)NC
→ -2, -7
> O=C(Nc1ccc(N2CCN(Cc3ccccc3)CC2)cc1)c1cccnc1
→ 4, 4
> O=c1c2cnn(-c3ccccc3)c2nnn1/N=C/c1cccnc1
→ -9, -9
> C=COCCNC(=O)C(=O)NCC(C)C
→ 2, -5
> Brc1ccccc1C1=Nn2c(nnc2-c2ccccc2)SC1
→ 4, 17
> CCCCn1c(SCc2nc3ccccc3s2)nc2cc(S(N)(=O)=O)ccc21
→ 0, 27
> CCOC(=O)N1CCN(c2cc(=O)n(C3CCCCC3)c(=O)[nH]2)CC1
→ -2, -4
> CC(=O)Nc1nc(C)c(S(N)(=O)=O)s1
→ -5, -10
> CCC(=O)N1CCc2cc(Br)cc(S(=O)(=O)CC(=O)OC)c21
→ 6, -3
> Cc1c(N=Cc2c(O)n(C)c(=O)c3ccccc23)c(=O)n(-c2ccccc2)n1C
→ -7, 7
> Cc1cc(=O)oc(C)c1C(=O)NCC(C)NC(=O)c1c(C)cc(=O)oc1C (centres undefined)
→ -11, -6
> CC(=O)c1ccc(N2CCN(S(=O)(=O)c3ccc(-c4cnc(C5CC5)o4)cc3)CC2)cc1
→ 4, -20
> COC(=O)c1c(NS(=O)(=O)Cc2ccccc2)sc2c1CCCC2
→ 1, 0
> Cc1cccc(OCCCc2c(C)n[nH]c2C)c1
→ 4, -3
> CC(C)CC(=O)NS(=O)(=O)c1ccc(NC(=O)c2ccco2)cc1
→ 6, 8
> Cn1nccc1C(=O)Nc1ccccc1C(=O)O
→ -6, -3
> COC(=O)C1=C(Cn2cnc3ccccc32)NC(=O)NC1c1cc(C)ccc1C (centres undefined)
→ -14, 7
> CCOc1cc(/C=C(\C#N)c2[nH]nc(N)c2C#N)ccc1O
→ 11, 1
> CCOC(=O)c1ccccc1N/C=C1\CCCC1=O
→ 7, -9
> Cc1ccc(-c2noc(CN(C(=O)C(c3ccccc3)c3ccccc3)C(C)C)n2)cc1
→ 6, -35
> CCOC(=O)c1ccc2nc(C)c3c(c2c1)OC(C)C3 (centres undefined)
→ -1, -7

Source: PubChem
